TNAP act DEA: human TNAP enzyme activators, primary screen, biochemical, luminescent, intermediate phosphate acceptor level. AID 813, 2007. Alkaline phosphatase, tissue-nonspecific isozyme (Homo sapiens), P05186. activation factor at 20 µM. purified TNAP, CDP-star luminescence, 100 mM DEA, 30 min; stronger effect = higher value; scale: 0 levamisole-inhibited, 1 vehicle-only enzyme. 64,000 tested, under 10 active;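 active = activation factor of at least 2 at 20 µM, relative to controls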
Target sequence (P05186 whole entry, looked up): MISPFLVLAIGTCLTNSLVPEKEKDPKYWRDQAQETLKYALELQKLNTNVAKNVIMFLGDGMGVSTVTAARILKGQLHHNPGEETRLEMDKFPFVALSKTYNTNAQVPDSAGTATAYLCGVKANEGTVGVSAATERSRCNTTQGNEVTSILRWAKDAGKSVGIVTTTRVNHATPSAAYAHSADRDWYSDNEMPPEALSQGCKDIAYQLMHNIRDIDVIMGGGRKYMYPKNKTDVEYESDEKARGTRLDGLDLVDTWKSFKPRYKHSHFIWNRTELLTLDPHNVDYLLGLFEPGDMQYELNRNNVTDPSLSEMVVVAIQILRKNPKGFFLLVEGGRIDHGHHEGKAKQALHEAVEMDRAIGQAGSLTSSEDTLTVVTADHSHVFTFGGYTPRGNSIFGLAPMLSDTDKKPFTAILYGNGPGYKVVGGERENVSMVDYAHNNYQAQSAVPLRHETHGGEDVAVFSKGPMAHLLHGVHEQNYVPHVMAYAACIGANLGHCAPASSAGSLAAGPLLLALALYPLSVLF
HEK293 NFkB inh: inhibitors of PMA/ionomycin-induced NF-kB reporter, primary screen, antigen receptor NF-kB inhibitor project, cell-based, HEK-293 luciferase reporter, luminescence; HEK-293 NF-kB luciferase reporter; inhibition, % at 3 µM; actives 0.21% (n = 62,000);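 active = inhibition above the mean of all tested compounds plus 3 SD, cut at about 40% in these data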;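 also: 0% = stimulated DMSO wells and 100% = 10 µM reference inhibitor 5653914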
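Material: HEK-293 cells with stable firefly luciferase reporter driven by four HIV NF-kB elements / Also added: PMA plus ionomycin mix as NF-kB-activating stimulus / Compound dosing: 3 µM once, 0.30% DMSO / Times: 1 h pretreatment, 16 h stimulation, 37 °C / Signal: luminescence / Evaluation: per-plate % inhibition versus controls / Benchmarks: DMSO and 10 µM reference inhibitor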
Cdc25B block: inhibitors of Cdc25B phosphatase catalytic domain, primary screen, biochemical, OMFP fluorescence | recombinant Cdc25B, OMFP fluorescence Ex485/Em525 | AID 368, 2006 | M-phase inducer phosphatase 2 (Homo sapiens), P30305 | actives 0.1% (n = 65,000) | inhibition, %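 (compounds tested at 10 µM final in the well)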; in the data active = inhibition above about 50%
Jurkat tox 60K: cytotoxicity toward Jurkat T cells, primary screen, cytotoxicity control, cell-based, Jurkat E6.1, 60K MLSMR library; Jurkat E6.1 viability, ATP luminescence, 48 h; inhibition, % at 4 µM; actives 1.2% (n = 56,000); AID 463, 2006;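 active = inhibition above the mean inhibition of all tested compounds plus 3 SD, cut at about 28% in these data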
JNK3 blocker: JNK3 kinase activity inhibitors, primary screen, biochemical, human, purified enzyme | Mitogen-activated protein kinase 10 (Homo sapiens), P53779 | HTS | inhibition, % at 8 µM | actives 0.61% (n = 60,000); in the data active = inhibition above about 17%;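 also: 0% = DMSO and 100% = reference inhibitor; many of its hits are not listed in these tables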
PKA inh: inhibitors of human PKA kinase activity, primary screen, biochemical, ATP-depletion luminescence, Kemptide substrate; cAMP-dependent protein kinase catalytic subunit alpha (Homo sapiens), P17612; PKA Kemptide phosphorylation, Kinase-Glo ATP luminescence; inhibition, % at 6 µM; actives 0.1% (n = 65,000);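 active = inhibition above the screen-wide mean inhibition plus 3 SD, cut at about 21% in these data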; also: many of its hits are not listed in these tables
MKP-1 inh: MKP-1 phosphatase inhibitors, primary screen, biochemical, in vitro; recombinant MKP-1, OMFP hydrolysis fluorescence; AID 374, 2006; inhibition, %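 (compounds tested at a single concentration somewhere between 10 and 100 µM)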; Dual specificity protein phosphatase 1 (Homo sapiens), P28562; actives 0.15% (n = 65,000);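 active = inhibition above about 50%, limit read from the data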;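 also: 0% = DMSO max control wells and 100% = wells with enzyme stopped by NaOH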
Target sequence (P28562 whole entry, looked up): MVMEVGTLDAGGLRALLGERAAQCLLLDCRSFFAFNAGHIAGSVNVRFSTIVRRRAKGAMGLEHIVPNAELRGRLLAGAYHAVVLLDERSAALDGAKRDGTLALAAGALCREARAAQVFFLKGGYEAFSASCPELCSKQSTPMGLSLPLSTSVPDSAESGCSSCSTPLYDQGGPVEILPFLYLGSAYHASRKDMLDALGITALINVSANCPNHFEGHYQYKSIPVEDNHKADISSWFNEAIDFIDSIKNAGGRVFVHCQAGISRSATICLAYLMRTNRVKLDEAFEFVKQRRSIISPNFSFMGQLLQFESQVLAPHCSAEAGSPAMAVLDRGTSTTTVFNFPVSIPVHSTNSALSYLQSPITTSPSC
MMP-13 inhibitor: human MMP13 inhibitors, primary screen, biochemical, FRET peptide cleavage; Collagenase 3 (Homo sapiens), P45452; MMP-13 fTHP FRET cleavage, Mca fluorescence; inhibition, % at 4 µM; actives 0.07% (n = 65,000); AID 570, 2006;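 active = inhibition above the mean of compound-free control plate wells plus 3 SD, cut at about 14% in these data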;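 also: 0% = DMSO wells and 100% = wells with reference MMP-13 inhibitor after basal subtraction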
ROCK2 inh: inhibitors of human ROCK2 kinase, primary screen, biochemical, high-throughput, luminescence; AID 604, 2007; Rho-associated protein kinase 2 (Homo sapiens), O75116; purified ROCK2, Kinase-Glo ATP depletion luminescence; actives 0.35% (n = 60,000); inhibition, % at 6 µM;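 active = inhibition above the screen-wide mean inhibition plus 3 SD, cut at about 18% in these data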;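 also: plate controls were DMSO wells for no effect and Y-27632 control wells after no-enzyme background subtraction for full effect; many of its hits are not listed in these tables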
* marks the source's active call; other numbers are inactive results; · = not tested or not shown. Rows were taken by chance; 1.9% or so of the library scored in one or more.

Order of results – TNAP act DEA	HEK293 NFkB inh	Cdc25B block	Jurkat tox 60K	JNK3 blocker	PKA inh	MKP-1 inh	MMP-13 inhibitor	ROCK2 inh
Cc1ccc(-c2nnc3n2N=C(c2ccc(Br)cc2)CS3)cc1
 : 0.9	3.9	4.1	-2.9	-5.8	2.4	39.5	0.1	0.3
Cc1cc(C(F)(F)F)n2ncc(-c3ccccc3)c2n1
 : 0.9	2.0	-5.6	-4.4	0.0	6.7	-0.7	3.8	8.9
CCN(CC)CCCN1C(=O)C(O)=C(C(=O)c2sc(C)nc2C)C1c1ccc(C)o1 (configuration not stated)
 : 0.9	2.5	-3.6	-5.6	0.7	6.9	-9.8	-10.5	3.3
CCSc1nnc(NC(=O)C(C)(C)C)s1
 : 0.9	2.0	3.2	-1.2	-6.1	9.2	3.0	-3.3	5.2
COc1ccc(Cl)cc1NC(=O)c1cnc2sccn2c1=O
 : 0.9	6.2	-2.9	-4.7	4.0	2.1	15.1	-0.8	2.5
Cc1ccc(S(=O)(=O)N(C)CC(=O)OCc2nnc(-c3ccccc3)o2)cc1
 : 1	-1.3	-9.2	-3.3	1.8	8.0	3.3	-7.1	2.7
CCN(CCCNC(=O)CCNC(=O)Cn1ccc2ccccc2c1=O)c1ccccc1
 : 0.9	11.7	-2.3	-3.1	-9.5	11.1	16.6	2.3	5.5
Cc1ccc(-c2nn(CC(=O)O)c(=O)c3ccccc23)cc1
 : ·	7.8	-3.6	-3.0	-1.2	4.8	8.0	0.3	5.6
CCCn1c2c(c(O)c(C(=O)Nc3ccc(OC)cc3)c1=O)CCCC2
 : 0.9	7.8	-12.9	-5.2	-6.5	1.7	16.1	-0.2	12.0
CC(=O)Nc1ccc(NS(=O)(=O)C(F)(F)F)cc1
 : 0.8	3.6	-11.3	-6.5	1.6	4.7	-0.1	-5.8	4.4
CCOC(=O)c1ccc(Nc2cc(C)nc3ncnn23)cc1
 : 0.9	-8.6	-8.7	0.3	-8.4	1.6	-29.6	2.5	3.3
CC(C)COC(=O)Nc1ccccc1C(=O)N1CCOCC1
 : 0.9	9.6	-2.9	-2.2	2.3	-3.0	13.8	5.5	1.0
CCCCn1nnc(NC(=O)COc2cc(C)ccc2C(C)C)n1
 : 0.9	9.8	-13.9	2.5	-3.1	4.3	13.2	3.5	7.7
CCOC(=O)NC1(C(F)(F)F)C(=O)NC(C)=C1C(=O)OC (configuration not stated)
 : 0.9	0.2	-9.7	-9.2	-4.1	11.2	0.9	0.6	5.2
CCOC(=O)C1CCCN(C(=O)c2ccc(CS(=O)(=O)Cc3ccccc3C)o2)C1 (configuration not stated)
 : 0.9	21.5	-6.6	0.8	-12.3	-3.8	-1.1	-1.3	-2.2
COc1ccccc1OCC(=O)Nc1ccc(S(=O)(=O)NC(C)=O)cc1
 : 1	5.1	-4.0	-5.1	2.6	9.4	13.8	1.0	4.6
CCOC(=O)C1CCN(C(=O)CN(Cc2ccc(Cl)cc2)S(C)(=O)=O)CC1
 : 0.9	14.0	-1.5	4.5	-3.7	-7.2	14.6	2.9	-4.1
Cc1ccc(C)c(OCC(=O)Nc2cc(C)on2)c1
 : 1	2.4	-9.2	-5.0	3.8	6.5	-1.7	3.2	2.0
Cc1ccc(C(=O)NC2CCN(C(=O)N3CCOCC3)CC2)cc1
 : 0.9	4.8	-18.6	2.2	0.4	-8.3	-17.5	2.0	-9.3
CCOC(=O)N1CCC(NC(=O)Cc2cn(C)c3ccccc23)CC1
 : 0.9	17.0	1.8	·	·	0.5	16.1	3.2	·
CCOc1cc(S(=O)(=O)Nc2ccccn2)ccc1F
 : 0.8	2.9	-2.3	-1.0	-0.6	2.9	-10.0	-11.9	3.2
O=c1nc(NC2CCCC2)ccn1Cc1cccc(Br)c1
 : 0.9	0.9	-2.6	-0.7	-4.1	4.8	-6.6	-2.9	3.9
COCCCNC(=O)CN1C(=O)CSc2ncccc21
 : 0.9	7.4	1.3	-3.4	-0.2	2.3	1.8	2.1	6.8
CCc1nnc(NC(=O)c2cccc(S(=O)(=O)N3CCc4ccccc43)c2)s1
 : 0.9	18.8	-3.8	·	·	-4.7	10.4	-1.4	·
Cc1nn(-c2ccccc2)c(C)c1C(=O)OCC(=O)NCc1ccco1
 : 1	-9.5	-15.4	-5.6	-0.6	5.9	0.9	-5.3	4.8
Cc1cc(C)c2c(=O)[nH]n(C3CCOC(C)(C)C3)c2n1 (configuration not stated)
 : 0.9	1.1	-16.0	-5.0	4.5	4.1	-10.2	5.2	-0.3
O=C(CSc1ccc2nnc(-c3cccnc3)n2n1)N1CCc2ccccc21
 : 1	12.3	-9.7	-9.7	-0.7	-7.7	5.0	9.9	-0.6
CCOC(=O)c1c(C)c(C(=O)N2CCCCCC2)c(C)n1C
 : 1	5.9	-2.4	0.5	2.1	3.3	6.2	2.7	4.4
CCOC(=O)c1n[nH]c2ccccc12
 : 0.6	·	-6.4	·	37.8*	4.8	-25.6	-12.2	-6.6
CCc1c(C)sc(NC(=O)c2cc(C3CC3)on2)c1C#N
 : 0.9	13.2	-3.7	-1.7	-1.8	11.8	0.7	-2.8	5.3
O=C(Nc1cc(C(=O)N2CCOCC2)ccc1N1CCCC1)c1cccs1
 : 0.9	2.9	-10.9	-0.4	1.3	1.6	12.7	2.0	4.0
COc1cc2c(cc1OC)CN(Cc1cc(=O)n3cc(C)ccc3n1)CC2
 : 0.9	-4.2	-7.5	3.4	-2.2	-1.4	-12.3	-24.9	-1.9
CN(CCCNC(=O)C1CCC(=O)N1Cc1ccc(F)cc1)c1ccccc1 (configuration not stated)
 : 1	5.6	6.0	1.4	-4.9	13.4	16.4	4.5	4.5
CC(C)C(NC(=O)OC(C)(C)C)C(=O)N1CCCC1C(=O)NC(Cc1ccccc1)C(N)=O (configuration not stated)
 : 1	3.7	11.8	-5.0	2.3	7.3	2.6	1.0	6.3
Cc1cc(N2CCCCC2)n2ncc(-c3ccc(Cl)cc3)c2n1
 : 0.9	-43.4	-6.7	-6.9	-1.6	8.3	13.4	-1.4	6.4
O=C(Nc1ccn(Cc2ccc(F)cc2)n1)c1ccncc1
 : 1	14.8	-13.8	25.3	1.9	10.0	-7.8	4.3	18.1
COc1cccc(Nc2c(F)c(F)c(F)c(F)c2C(=O)O)c1
 : 0.9	-2.4	-1.9	0.1	-1.5	10.1	-2.2	-2.0	9.8
CCC(Sc1nc2cc3c(cc2c(=O)n1Cc1ccco1)OCO3)C(=O)Nc1cccc(OC)c1 (configuration not stated)
 : 0.9	16.7	-24.4	·	·	5.8	26.9	8.0	·
CC1CCc2ccccc2N1C(=O)c1cccs1 (configuration not stated)
 : 1	11.1	-4.3	-3.2	5.3	10.5	-3.0	3.5	4.3
COC(=O)c1cc(OC)c(OC)cc1NC(=O)c1cccnc1
 : 1	4.2	-0.4	-0.9	3.1	6.2	21.6	3.1	3.8
CSc1oc(-c2ccccc2)nc1S(=O)(=O)c1ccc(C)cc1
 : 1	19.8	-14.3	3.0	5.9	11.9	2.2	-3.8	2.4
Cn1c(SCc2ccccc2)nnc1C1CCCNC1 (configuration not stated)
 : 0.8	0.7	-2.8	1.4	-2.9	-1.8	-9.2	-1.6	-1.0
O=c1sc(N2CCN(c3ccccc3F)CC2)nc2ccsc12
 : 0.9	-54.9	-3.2	1.4	3.0	9.1	-3.6	3.7	6.2
CCOC(=O)N1CCC(NC(=O)Cn2nc(Cc3ccncc3)c3ccccc3c2=O)CC1
 : 0.9	2.8	1.1	-11.1	6.8	8.7	-7.3	2.5	5.2
CCCOc1ccc(C(=O)N2CCCc3ccccc32)cc1
 : 0.9	6.3	3.1	4.3	-7.4	1.1	-6.4	1.0	2.6
CCN(CC)c1nc(-c2nn[nH]n2)nc(N(CC)CC)n1
 : 1	15.6	2.4	6.7	-2.7	-1.5	4.7	-3.0	-0.9
CCOC(=O)Nc1ccc2c(c1)nc(CN1CCN(C(C)=O)CC1)n2C
 : 1.1	11.4	-5.9	2.1	-2.8	-4.9	-0.3	-4.1	-2.3
CC(=O)Nc1ccccc1N(C)S(=O)(=O)c1ccc(C)cc1
 : 1	18.2	-10.0	44.9*	0.4	-3.4	0.5	2.8	-1.6
O=C(O)c1cc(-c2ccccc2)c(N2CCOCC2)s1
 : 0.9	0.7	10.4	-3.0	1.5	2.2	-2.0	0.1	1.7
O=S(=O)(c1ccccc1S(=O)(=O)N1CCCCC1)N1CCCCC1
 : 0.9	3.5	-20.3	·	·	9.3	4.5	-0.5	·
CCCn1c2c(c(O)c(C(=O)Nc3ccccc3)c1=O)CCCC2
 : 0.9	1.3	-3.6	2.6	-4.5	-3.9	-16.5	2.8	-1.3
Cc1nn(-c2ccccc2)c(=S)n1-c1ccccc1
 : 1	-0.4	-43.1	-7.4	6.8	12.1	-0.7	2.4	1.2
Cc1cnc(C)c(N2CCC(C(=O)NC(C)c3cccs3)CC2)n1 (configuration not stated)
 : 0.9	9.4	-10.4	9.8	2.6	12.1	-2.1	0.8	5.4
COCCNC(=O)CSCc1c(F)cccc1Cl
 : 0.9	9.9	-7.9	-3.3	-0.5	8.1	0.8	3.7	6.3
FC(F)(F)C12CC(c3ccccc3)=NCCN1CCN2 (configuration not stated)
 : 0.9	14.2	-13.9	·	·	8.3	12.4	-2.6	·
CCC1CCCCN1C(=O)CSc1nnc(-c2ccc(OC)cc2)o1 (configuration not stated)
 : 0.9	23.3	-10.5	11.0	-0.3	-10.3	-0.7	4.2	-3.5
Fc1ccc(F)c(CN2CCN(c3ncccn3)CC2)c1
 : 0.9	-3.7	-14.0	-6.8	1.6	7.0	-1.0	-0.1	4.8
CC(=O)c1ccc(Oc2ncnc3sccc23)c(CN2CCOCC2)c1
 : 0.9	12.5	2.9	1.3	3.2	2.9	38.8	-2.4	-2.1
COCCNS(=O)(=O)c1ccc2c(c1)oc(=O)c1cc(S(=O)(=O)NCCOC)ccc12
 : 0.9	2.6	6.5	-1.1	3.1	5.4	4.9	0.5	2.5
Cc1ccc(S(=O)(=O)N(C)CC(=O)N2CCN(c3ccccn3)CC2)cc1
 : 1	13.5	-6.3	-2.5	1.2	1.9	19.0	-7.6	8.1
O=C(O)C1C2C=CC3(CN(c4cccc(C(F)(F)F)c4)C(=O)C13)O2 (configuration not stated)
 : 0.9	16.1	0.8	9.1	1.3	0.3	-1.2	2.2	-3.4
COc1ccc2oc(=O)cc(C)c2c1
 : 0.8	-5.7	0.8	-4.0	3.4	6.8	7.8	-14.9	7.1
N#Cc1nc(N2CCOCC2)nc(N2CCOCC2)n1
 : 0.9	29.4	-6.5	9.8	0.2	-4.7	-10.1	1.4	-6.7

Screens (PubChem)
